D1 PAM: human D1 dopamine receptor positive modulation; P21728; HEK293 TREx D1 cells, calcium flux, dopamine EC20 potentiation; potentiation, % at 10 µM; 360,000 compounds, 0.036% hits; in the data active = potentiation above about 30%; also: 0% is about no effect
Vif-APOBEC3F blk: blocks the Vif interaction with APOBEC3F; 390,000 compounds, 0.2% hits; Potency, µM (top dose mostly 46.1 µM), for inactives: top-dose activity, negative = active; HeLa A3F-eYFP + Vif (tagged APOBEC3F with the HIV-1 protein that degrades it), YFP fluorescence increase; also: potency is read from the fitted curve at half-maximal effect; % of control where 0% means no effect; nearly all actives have a fitted effect of over 65% in size
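HeLa cells stably expressing A3F-eYFP plus Vif, plated and incubated overnight at 37 deg C, then exposed to compounds overnight at 37 deg C. Blocked degradation read as raised yellow fluorescence (Ex 488/Em 500-530).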
RXFP1 antag: RXFP1 (human) relaxin receptor antagonism. activity change, negative = inhibition, % at 57.5 µM. HEK293-RXFP1, relaxin-stimulated cAMP HTRF, 30 min; stronger effect = lower value. Q9HBX9. 350,000 compounds, 0.59% hits. AID 1259400;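 active = activity change of -60% or lower, but not beyond a set lower limit; inconclusive = change between -60% and -40%, or beyond the set limit; inactive = change above -40%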; also: % is scaled to controls: 0 for no effect and ±100 for the full control effect
GRP78 ERSR act: ER stress response induction in glioma | Potency, µM, inactives show at the top dose activation, actives largely listed as activators | U87-MG GRP78 promoter luciferase reporter, 16 h | 420,000 compounds, 0.02% hits; also: potency is read from the fitted curve at half-maximal effect; series mostly up to about 76 µM; % of control where 0% means no effect; nearly all actives have a fitted effect of over 35% in size
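Stably transfected U87-MG human glioma cells carrying a GRP78-based luminescent sensor were seeded at 1000 cells/well, pin-dosed with compounds and incubated 16 h. Luciferase reagent was then added, and end-point luminescence was read after 10 min at room temperature.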
D1 agonist: agonists of human D1 dopamine receptor; P21728; HEK293 T-REx D1 cells, calcium flux, agonist mode; activation, % at 2 µM; 360,000 compounds, 1% hits; AID 504660; in the data active = activation above about 30%; also: 0% is about no effect
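Inducible HEK293 T-REx D1 cells, force-coupled to calcium signalling, were plated at 4000 cells/well with tetracycline and held overnight at 30 C. After no-wash calcium dye loading, compound-evoked calcium rise over 180 s flagged agonists.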
D1 antag: blocks dopamine activation of the human D1 receptor; HEK293 TREx D1 cells, calcium flux, dopamine EC80; stronger effect = lower value; activity change, negative = inhibition, % at 10 µM; 360,000 compounds, 3.2% hits; in the data active = activity change below about -30%; also: % is scaled to controls: 0 for no effect and ±100 for the full control effect
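HEK293 T-REx cells expressing inducible, force-coupled D1 receptor; no-wash Ca dye, 30–90 min RT. Cmpd → 180 s read at 1 Hz → EC80 DA → 180 s read.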
RXFP1 agonist: RXFP1 (human) receptor agonism. HEK293T-RXFP1 cAMP TR-FRET, 30 min; response scale: percent of porcine relaxin response, buffer zero. AID 2676. Q9HBX9. 370,000 compounds, 0.3% hits. Potency, µM (series often up to 57.5 µM), without a hit: at the highest dose activation, actives largely listed as activators; also: potency is read from the fitted curve at half-maximal effect; % is scaled to controls: 0 for no effect and ±100 for the full control effect; nearly all actives have a fitted effect of over 60% in size; many of its hits are not listed in these tables
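cAMP rise read by TR-FRET after 30 min, 37C compound exposure (up to 58 uM) in RXFP1-transfected HEK293 cells with Ro 20174 present. EC50 from Hill-equation fits, with 29 nM porcine relaxin as 100% and buffer as basal.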
D2 potentiator: positively modulates the human D2 dopamine receptor allosterically; P14416; HEK293 T-REx D2, calcium flux, EC20 dopamine potentiation; potentiation, % at 10 µM; 340,000 compounds, 0.34% hits;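 active = potentiation over 3 SD above the plate norm, cut at about 30% in these data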; also: 0% is about no effect
Target sequence (P14416 whole entry, looked up): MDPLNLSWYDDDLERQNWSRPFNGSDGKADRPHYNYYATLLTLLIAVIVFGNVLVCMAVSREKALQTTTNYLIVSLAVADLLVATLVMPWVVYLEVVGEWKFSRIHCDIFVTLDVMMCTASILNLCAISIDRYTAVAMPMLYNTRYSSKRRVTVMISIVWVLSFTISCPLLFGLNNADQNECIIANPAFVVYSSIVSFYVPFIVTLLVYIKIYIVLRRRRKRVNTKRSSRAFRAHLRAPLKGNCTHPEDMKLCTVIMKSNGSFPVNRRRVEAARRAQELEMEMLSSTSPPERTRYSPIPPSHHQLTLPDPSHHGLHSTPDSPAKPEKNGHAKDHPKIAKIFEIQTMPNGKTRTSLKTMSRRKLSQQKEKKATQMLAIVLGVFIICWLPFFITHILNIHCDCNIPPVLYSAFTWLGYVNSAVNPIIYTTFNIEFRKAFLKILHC
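Primary screen. Calcium kinetics in induced HEK293 T-REx D2 cells: compound pre-addition 180 s, EC20 dopamine, 180 s more.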
Vif-A3G inh: blocks the Vif interaction with human APOBEC3G; HeLa A3G-eYFP + Vif (tagged APOBEC3G with the HIV-1 protein that degrades it), YFP fluorescence, overnight; Potency, µM (doses to about 46.1 µM), for inactives: top-dose activity, negative = active, actives largely listed as inhibitors; 410,000 compounds, 0.076% hits;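 also: potency is read from the fitted curve at half-maximal effect; % is scaled to controls: 0 for no effect and ±100 for the full control effect; nearly all actives have a fitted effect of over 60% in size; hits raise eYFP signal because A3G escapes Vif-driven loss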
Target sequence (Q9HC16 whole entry, looked up): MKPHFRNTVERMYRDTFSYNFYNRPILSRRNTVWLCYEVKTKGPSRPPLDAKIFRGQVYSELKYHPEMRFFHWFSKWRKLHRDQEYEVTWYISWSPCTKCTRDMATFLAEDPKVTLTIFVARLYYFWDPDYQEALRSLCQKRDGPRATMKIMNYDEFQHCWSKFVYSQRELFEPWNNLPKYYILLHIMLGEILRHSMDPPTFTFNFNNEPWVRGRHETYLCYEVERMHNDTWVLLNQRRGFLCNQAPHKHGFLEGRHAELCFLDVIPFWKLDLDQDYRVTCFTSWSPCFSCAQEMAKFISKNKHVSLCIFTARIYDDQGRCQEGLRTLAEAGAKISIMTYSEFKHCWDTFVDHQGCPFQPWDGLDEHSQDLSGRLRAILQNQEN
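HeLa cells stably expressing Vif and C-terminally eYFP-tagged A3G, seeded overnight at 37 deg C, then exposed to compound by pintool overnight at 37 deg C. Rise in yellow fluorescence (Ex 488/Em 500-530, Acumen) marks blocked Vif-driven A3G degradation.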
The depositor's hits bear a star; ? = inconclusive; / = no result given. Unless noted, calls follow the shape of the dose curve; as a rule, active = well fitted curve in the direction sought with a large enough effect; inconclusive = small, poorly fitted or top-dose-only effect, or another doubt; inactive = no such curve, though single readings can be large; an effect the other way counts as inactive or inconclusive. Not all compounds are listed; count on the stated rates, not on these rows.

SMILES	D1 PAM	Vif-APOBEC3F blk	RXFP1 antag	GRP78 ERSR act	D1 agonist	D1 antag	RXFP1 agonist	D2 potentiator	Vif-A3G inh
Cc1cc(C)c(NC(=O)CSCc2nc3sc(C)c(C)c3c(=O)[nH]2)c(Cl)c1	-3.2	?	-11.4	-1.7%	2.6	1.5	0.6%	1.4	-13.0%
Nc1c(-c2ccccc2Cl)cnn1-c1cccc([N+](=O)[O-])c1	-8.8	0.7%	0.8	-1.8%	0.8	3.0	4.4%	-1.6	0.7%
CC(=O)c1c(C)nc2ccc(C)cc2c1-c1ccccc1	-4.0	2.8%	-5.4	-7.6%	2.0	7.0	1.3%	1.4	0.1%
CCCCN(CCCC)CCNC(=O)c1cn(CC)c2ccc(S(=O)(=O)N3CCCC3)cc2c1=O	3.4	-0.6%	-2.7	-6.6%	1.4	-2.4	4.5%	2.4	0.6%
COc1ccc(CNC(=O)c2cccc(NC(=O)c3ccccc3)c2)cc1	0.3	0.8%	-2.0	-0.3%	1.5	4.5	-2.0%	-11.1	0.1%
COc1ccc(CCN(C)C(=O)CSc2nc3ccccc3c(=O)n2CC2CCCO2)cc1OC (stereo not drawn)	/	7.6%	-7.3	-3.7%	/	/	/	/	0.5%
Cc1cc(S(=O)(=O)N2CCCC2)ccc1OCC(=O)NCc1ccccc1	-0.9	-12.1%	3.2	-1.7%	1.8	-14.4	-5.0%	-8.1	-0.3%
CCOC(=O)Cc1c(C)nc2c(-c3ccccc3)c(C)nn2c1C	-6.4	-1.3%	-7.6	5.7%	-0.5	-11.4	3.1%	/	-3.7%
COc1ccc(-c2cc(-c3ccc4c(c3)NC(=O)CO4)nc3c2COc2ccc(C)cc2-3)cc1	-3.4	0.5%	/	-0.8%	-0.6	-8.6	10.2%	8.6	-0.7%
O=C(NCc1n[nH]c(=S)n1-c1ccccc1)c1ccc(S(=O)(=O)N2CCOCC2)cc1	-3.6	-7.5%	-1.8	-1.6%	1.2	0.5	2.9%	-3.9	-0.8%
Nn1c(SCC(=O)N2CCCC2=O)nnc1-c1cccs1	-6.2	-11.7%	2.6	-1.8%	2.3	-4.8	-0.2%	3.9	3.7%
Cc1ccc2[nH]c3c(N4CCN(Cc5ccccc5)CC4)ncnc3c2c1	2.9	5.2%	?	-12.6%	4.8	-36.7*	-2.9%	-18.1	-2.3%
Cc1ccc(NC(=O)c2ccc3c(c2)OCCO3)cc1	-5.5	-4.0%	-2.9	-15.2%	3.7	-20.9	-0.8%	-20.7	2.0%
O=C(COc1ccccc1Cl)NCCNC(=O)c1ccco1	5.7	1.7%	-2.9	-3.5%	1.7	-7.6	3.6%	1.5	0.3%
COC(=O)c1c(C)sc(-c2c(-c3cccc(Cl)c3)[nH]c3c2c(=O)[nH]c(=O)n3C)c1O	-1.4	/	-6.2	/	62.2*	5.1	0.3%	13.6	/
CCOc1ccc(CCNC(=O)CSCc2nc(-c3cccc(C)c3)oc2C)cc1OCC	-4.0	-2.0%	-12.6	-4.3%	4.0	4.0	0.0%	5.9	1.3%
O=C(Nc1cccnc1N1CCOCC1)c1ccco1	2.2	-7.2%	0.3	-4.7%	1.0	6.8	0.1%	-4.7	-0.4%
O=C(CSc1ccccc1Cl)NC1CCCc2ccccc21 (stereo not drawn)	-4.9	0.1%	-0.7	-2.9%	1.6	11.1	2.1%	-8.0	-1.0%
Cc1cc(C(=O)OCC(=O)N(C)c2ccccc2)c2ccccc2n1	/	5.3%	-14.7	-0.3%	/	/	/	/	-1.1%
CCOC(=O)Cc1cc(C(=O)Nc2ccc(Br)cc2)sc1-c1ccc(C)cc1	-1.6	-7.7%	-27.2	-2.9%	10.7	-4.7	13.2%	-12.2	9.5%
COc1ccc(S(=O)(=O)N2CCCCC2C)cc1 (stereo not drawn)	0.4	0.9%	3.0	-2.1%	3.5	-0.6	-0.9%	-0.3	1.0%
Cc1ccc(S(=O)(=O)NC(=O)Nc2ccccc2F)cc1	-0.7	0.9%	3.3	0.2%	4.9	-11.7	-0.3%	-1.1	4.3%
CCC(CC)C(=O)Nc1c2c(nn1-c1ccc(OC)cc1)CS(=O)C2 (stereo not drawn)	-0.2	/	1.4	-0.8%	2.7	0.8	0.9%	-11.1	-0.7%
CCc1nn2c(=O)cc(COC(=O)c3ccc(NC(=O)COc4ccccc4C)cc3)nc2s1	-0.9	1.1%	-1.0	-2.3%	0.9	10.3	1.9%	3.4	2.9%
c1ccc(-c2nc3nonc3c3nc4ccccc4n23)cc1	-4.2	-9.3%	-22.2	-3.2%	10.8	-12.2	11.7%	-4.5	-4.2%
CN1/C(=C/C=C(/C#N)C(N)=O)C(C)(C)c2ccccc21	/	-16.0%	-3.8	-3.6%	/	/	0.1%	/	?
COc1ccc(-c2nnc(-c3cccnc3)o2)cc1	0.2	-2.5%	-8.0	-0.5%	0.8	-6.5	-1.2%	-4.1	1.2%
O=C(NC(=S)Nc1ccc(N2CCOCC2)cc1)c1cccc([N+](=O)[O-])c1	4.5	-0.6%	-5.3	-0.8%	4.0	-6.6	0.2%	-7.4	2.7%
Cc1ccc(OCC(=O)NCCCNC(=O)c2ccncc2)cc1C	/	1.3%	4.7	0.5%	2.3	-27.1	-1.4%	1.2	-0.2%
Cc1ccc(S(=O)(=O)NC(CC(=O)O)c2ccccc2)c(C)c1 (stereo not drawn)	/	-3.9%	-2.5	-2.6%	/	/	-0.3%	/	0.2%
COc1ccccc1CC(=O)Nc1ccc2nc(Nc3cccc(C(F)(F)F)c3)cc(C)c2c1	-2.9	-0.7%	/	-1.3%	0.4	-3.4	1.8%	2.1	2.3%
COc1ccc(-n2c(SCC(=O)Nc3nccs3)nnc2-c2ccoc2C)cc1	-2.4	/	11.0	-4.5%	0.4	-20.4	1.9%	-1.2	-4.4%
Nn1c(C2CCC2)nc2cc(Cl)ccc2c1=O	-0.8	5.8%	-4.2	-4.5%	5.7	6.0	0.9%	5.2	0.8%
CCc1ccc(NC(=O)CCC(=O)N2CCSc3ccccc32)cc1	-5.0	2.1%	-19.8	3.7%	2.9	0.4	0.4%	-8.0	-8.4%
CC1CCCN(C(=O)c2cccc(S(=O)(=O)NCc3ccccc3)c2)C1 (stereo not drawn)	/	-10.2%	2.0	-0.1%	/	/	/	/	-0.5%
CCOc1ccc(NC(=O)Cn2cnc3c(oc4ccccc43)c2=O)cc1	-1.9	-0.7%	0.0	-1.2%	-0.4	1.7	0.6%	-15.5	1.9%
CN1C(=O)CC(P(=O)(c2ccccc2)c2ccccc2)N(C)C1=O (stereo not drawn)	-0.5	-9.0%	/	-0.4%	-0.2	-1.9	3.1%	10.5	1.8%
Cc1ccc(C(C)C)c(OCc2ccc(C(=O)N/N=C/c3cccc(O)c3O)cc2)c1	-6.5	-3.7%	-26.7	-8.3%	2.3	-26.9	-0.1%	12.0	-11.4%
CCS(=O)(=O)c1nc(S(=O)(=O)c2ccc(C)cc2)c(N2CCCC(C)C2)s1 (stereo not drawn)	-4.5	-5.5%	1.6	-3.9%	2.0	-6.8	13.0%	-2.2	-2.7%
CC(=O)Nc1cc2c(cc1[N+](=O)[O-])-c1ccc(F)cc1C2	/	?	-13.3	1.0%	/	/	/	/	-4.1%
CCOc1ccccc1C(=O)NCC(=O)NNC(=O)c1csc(N2CCOCC2)n1	/	-5.9%	3.3	-4.5%	/	/	/	/	-0.4%
COc1ccccc1OCC(=O)Nc1ccccc1C(=O)NCc1ccco1	-4.0	-8.5%	-12.1	2.5%	6.3	-3.8	1.0%	-16.3	-0.3%
C=CCn1c(=O)c(C(=O)Nc2ncccc2O)c(O)c2ccccc21	-1.8	-20.3%	-12.5	-2.3%	6.4	5.3	2.8%	6.2	-0.7%
O=C(O)C1CC1c1ccc(Br)cc1 (stereo not drawn)	5.2	3.8%	-5.7	-0.4%	1.5	1.4	0.1%	-11.2	-2.1%
Cc1ccccc1C(=O)Nc1ccc2nc(SCCOc3ccccc3)sc2c1	-0.6	-0.1%	/	-2.9%	3.4	0.9	23.9%	-0.2	0.5%
O=C(CCC(=O)N(CC(=O)NC1CCCCC1)Cc1ccc(F)cc1)Nc1nccs1	-1.2	-4.1%	-1.1	-4.5%	3.5	-9.8	3.8%	3.9	2.2%
COc1ccc(C2C(C(=O)NCC3CCCO3)c3cc(OC)c(OC)cc3C(=O)N2C)cc1OC (stereo not drawn)	-1.6	-6.7%	8.9	-3.2%	1.7	0.2	1.0%	/	-0.5%
CCOc1ccc(NC(=O)CN(C)C(=O)C2CCCC2)cc1OCC	-3.1	-0.2%	0.9	-1.9%	1.8	-16.0	0.6%	-5.7	8.6%
CC(=O)Oc1cc2c(C(C)=O)coc2c2ccccc12	-3.8	3.0%	9.6	4.8%	2.8	-11.8	3.7%	6.9	-2.2%
Cc1nc2ccccc2n1/N=C/c1ccc([N+](=O)[O-])s1	-7.3	-14.4%	-3.2	-4.3%	1.0	20.7	1.6%	1.3	-8.0%
CCn1nnc(NC(=O)c2cccnc2Cl)n1	-3.0	/	9.3	-3.3%	3.4	-9.6	2.4%	2.4	0.5%
CC[C@@H](C)[C@H](NC(=O)Cc1c(C)c2c(cc(C)c3c(C)coc32)oc1=O)C(=O)O	1.2	7.6%	45.3	1.1%	3.4	2.3	9.4%	-3.3	0.1%
CCC(C)(C)n1nnnc1C(c1ccc2ncccc2c1)N1CCCC(C)C1 (stereo not drawn)	-4.1	-6.8%	0.9	-3.2%	-1.3	3.3	1.7%	-0.7	-5.7%
Cc1cc(C)c(NC(=O)CN)c(C)c1	-2.2	-14.1%	-7.8	-6.9%	5.6	22.4	0.4%	-5.2	-4.5%
